# Source: PubChem (several laboratories)
# Granule exo inh – LAMP-1 surface exposure blockers, TALL-104 cells – cell-based, flow cytometry, MLPCN library, primary screen; TALL-104 LAMP-1 surface exposure; cells stimulated with thapsigargin and PMA; inhibition, % at 10 µM; hit rate 0.66% among 360,000; AID 651702, 2012;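 active means inhibition above about 55%, limit read from the data; inconclusive means no clear call, values can overlap the other calls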
# N-glyco inh – increase of ERlucT glycosylation luciferase signal, primary screen, N-linked glycosylation inhibitor project, D54 ERlucT cells, luminescence, set 2; D54 ERlucT glycosylation luciferase reporter, 24 h; percent of 100 nM tunicamycin response; reporter increase, % at 12.5 µM; hit rate 0.23% among 360,000;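 active means mean luciferase reporter signal, scaled so untreated is 0 and the glycosylation-blocking control 100, at or above a set limit in every replicate; inconclusive means mean reaches the limit but not every replicate does; inactive means mean below the limit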;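 further: luciferase carries N-glycosylation sites so blocking glycosylation raises the light; 0% = median of neutral control wells and 100% = median of 100 nM tunicamycin wells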
# ABCB6 inh 2 – ABCB6 transporter inhibitors, primary screen, K562-ABCB6 cells, flow cytometry, MLPCN library; ATP-binding cassette sub-family B member 6 (Homo sapiens), Q9NP58; K562-ABCB6 porphyrin accumulation, 1 h; hits give low values; AID 602162, 2011; fluorescence ratio to DMSO, % at 10 µM; hit rate 0.19% among 360,000;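 active means fluorescence ratio to DMSO below 75%, the collection mean minus 3 SD; inconclusive means too few cells collected in the well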;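 further: signal is porphyrin accumulated inside mitochondria; 100% equals median channel fluorescence of DMSO control wells; lower ratio means ABCB6 inhibition with less porphyrin fluorescence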
# Vif imaging – HIV Vif self-association inhibitors, primary screen, imaging, HEK293T, single point | hit rate 0.35% among 340,000 | HEK293T cells, Vif self-association by quenched fluorescence, 24 h | inhibition, % at 7.49 µM | AID 602346, 2012; in the data active means inhibition above about 50%, passing the limit was not always enough; inconclusive means no clear call, values can overlap the other calls; inactive means below about 31%; further: some results filed as inactive read as strong as hits
# iPSC survival up – enhancers of single-cell hiPSC survival, primary screen, ATPlite luminescence; 100% = ROCK inhibitor wells, 0% = DMSO; survival enhancement, % at 20 µM; hit rate 0.044% among 360,000; AID 602274, 2012; in the data active means survival enhancement above about 18%;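 further: cells exposed to compounds for 16 hours before the ATP read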
# aDG glyco act – activators of alpha-DG glycosylation, primary screen, uHTS, Pro5-aDG cells, AlphaScreen | alpha-DG glycosylation AlphaScreen (IIH6); 0% Pro5, 100% B10-LARGE cell signal | hit rate 0.22% among 360,000 | AID 624168, 2012 | activation, % at 10 µM;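 active means activation of at least 8% versus controls, or a plate z-score of at least 8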;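 further: Pro5 are CHO cells carrying HIG-tagged alpha-DG that lacks glycosylation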
# CaV13 FRET inh – Disruptors of the CACNA1D IQ motif to Ca2+-dependent inactivation inhibitor domain association, primary screening, Förster resonance energy transfer in intact living …. HEK cells, CFP/YFP FRET ICDI-IQ, plate reader, 10 min; percent FRET-ratio fall versus neutral wells. inhibition, % at 12.3 µM. hit rate 0.098% among 340,000;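 active means mean replicate inhibition of at least 30% and at least 1% of replicates passing that level; inconclusive means only one of the two criteria is met; inactive means neither criterion is met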;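 further: 0% = median of the neutral control wells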
# PDI turbidity – inhibitors of human PDI, primary screen, biochemical, turbidity, single point, plate reader | Protein disulfide-isomerase (Homo sapiens), P07237 | PDI insulin aggregation turbidity, A650, 90 min | inhibition, % at 10 µM | hit rate 0.052% among 350,000 | AID 588391, 2011;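 active means mean inhibition across replicates of 30% or more, whatever share of single replicates reach that level; inconclusive means mean inhibition below 30% while every single replicate reaches 30%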;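 further: absorbance from insulin aggregation driven by PDI reduction with DTT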
# Target sequence (P07237 whole entry, looked up): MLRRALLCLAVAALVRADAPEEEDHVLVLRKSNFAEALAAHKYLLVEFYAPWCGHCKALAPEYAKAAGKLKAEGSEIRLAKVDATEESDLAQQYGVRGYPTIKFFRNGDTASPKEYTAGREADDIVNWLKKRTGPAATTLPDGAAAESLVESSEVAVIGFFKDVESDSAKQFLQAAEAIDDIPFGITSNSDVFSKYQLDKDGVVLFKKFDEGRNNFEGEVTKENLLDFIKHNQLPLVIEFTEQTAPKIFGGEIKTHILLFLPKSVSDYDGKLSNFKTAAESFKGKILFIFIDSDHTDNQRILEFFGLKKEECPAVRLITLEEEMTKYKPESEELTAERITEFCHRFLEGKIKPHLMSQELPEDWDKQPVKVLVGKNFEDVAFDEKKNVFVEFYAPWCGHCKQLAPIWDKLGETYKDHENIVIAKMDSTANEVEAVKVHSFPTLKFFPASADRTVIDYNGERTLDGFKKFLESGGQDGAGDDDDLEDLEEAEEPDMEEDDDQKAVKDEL
# HTR2A ag – mouse Htr2a agonists via beta-arrestin recruitment, primary screen, cell-based, luminescence; 5-hydroxytryptamine receptor 2A (Mus musculus), P35363; activation, % at 7.6 µM; CHO-K1 mHTR2A beta-arrestin complementation; percent of 30 µM serotonin response; hit rate 0.66% among 360,000;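 active means activation above a run cutoff, the mean activation of all tested compounds plus 3 SD, cut at about 14% in these data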;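 further: 0% = plate median of compound wells and 100% = 30 µM serotonin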
# Target sequence (P35363 whole entry, looked up): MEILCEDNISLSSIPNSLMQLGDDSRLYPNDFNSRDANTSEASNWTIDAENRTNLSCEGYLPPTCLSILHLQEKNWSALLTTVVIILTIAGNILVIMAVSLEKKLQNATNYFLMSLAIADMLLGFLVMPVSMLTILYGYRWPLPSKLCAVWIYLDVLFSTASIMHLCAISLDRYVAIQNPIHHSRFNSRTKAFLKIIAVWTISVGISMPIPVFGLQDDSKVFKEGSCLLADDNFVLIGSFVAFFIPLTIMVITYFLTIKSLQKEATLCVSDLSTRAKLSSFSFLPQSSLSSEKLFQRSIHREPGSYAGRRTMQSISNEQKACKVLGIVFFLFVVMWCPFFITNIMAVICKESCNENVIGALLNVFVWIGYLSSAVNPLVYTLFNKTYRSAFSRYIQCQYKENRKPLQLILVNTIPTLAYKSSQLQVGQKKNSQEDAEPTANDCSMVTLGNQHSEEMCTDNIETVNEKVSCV
# Cardio protect – cardioprotection against H2O2-induced cell death, primary screen, uHTS, H9c2 cells, ATPLite luminescence | H9c2 cardiomyocytes, H2O2 injury protection, 2 h | protection from H2O2 cell death, % at 20 µM | hit rate 0.63% among 360,000 | AID 588492, 2011;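 active means compounds giving at least 50% protection of heart cells from peroxide-induced death in the single-dose screen, raw or plate-pattern-corrected value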;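 further: 0% = DMSO wells with peroxide and 100% = DMSO wells without peroxide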
# The depositor's hits bear a star; ? = inconclusive; . = no result given; & = joins results of further samples. This is a random part of the collection; about 3.1% have a hit in one of these screens.
SMILES,Granule exo inh,N-glyco inh,ABCB6 inh 2,Vif imaging,iPSC survival up,aDG glyco act,CaV13 FRET inh,PDI turbidity,HTR2A ag,Cardio protect
Nc1ccccc1C(=O)NNC(=O)C(=O)/C=C(\O)c1ccccc1,5,2,94,15,-0.1,-0.2,-5,-1,-2,-2
C#CCNC(=O)C1=C[C@@H](C2CCCCC2)[C@H](CCCO)[C@@H](OCC)O1,36,0,98,.,3.7,0.5,-5,-9,-2,2
COC(=O)c1[nH]c2ccc(Cl)cc2c1NC(=O)CCN1CCN(C2CCCCC2)CC1,2,-10,94,-4,-5.1,-0.2,-4,0,1,5
CCC(C(=O)Nc1ccncc1)c1ccccc1 (centres undefined),-3,-1,91,-14,3.3,0.6,-3,16,1,-9
CC(C)CN(C(=O)CSc1nnnn1C)C1CCS(=O)(=O)C1 (centres undefined),1,1,101,-2,-0.1,0.2,2,-1,3,-17
COc1ccc(OC)c(C(O)CNC(=O)CN)c1 (centres undefined),1,2,106,-2,2.2,0.2,-5,-5,-1,7
O=C(c1ccoc1)N1CCC2(CC1)Oc1ccc(F)cc1C(=O)C21CC(c2ccccc2)=NO1 (centres undefined),-3,0,99,8,3.0,0.0,-11,4,4,7
COc1cc(C)c(/C=C(\C#N)C(=O)Nc2ccc(C)cc2)cc1C(C)C,0,2,89,-2,0.2,-0.3,-4,-28,1,-11
COc1ccc(OCC(O)CNC(=O)Nc2cc(F)ccc2C)cc1 (centres undefined),-8,-2,98,0,0.9,0.0,-2,4,-4,-2
O=C(CC1CCCC1)N1CCN(S(=O)(=O)c2cccc(Br)c2)CC1,32,-1,95,-7,0.9,0.1,-5,-20,-3,-3
CSc1ccc(S(=O)(=O)NCC(=O)OCC(=O)N(C)CC(=O)Nc2ccc(F)cc2)cc1[N+](=O)[O-],-6,1,99,6,-0.1,0.2,-8,-4,2,20
CCOP(=O)(OCC)C(NC(=O)Nc1ccc(Cl)c(Cl)c1)C(N)=O (centres undefined),-3,-3,93,-1,-2.0,-0.1,10,1,7,-2
Cc1ccc(S(=O)(=O)N2CCN(C(=O)COC(=O)/C=C/c3cccc([N+](=O)[O-])c3)CC2)c(C)c1,2,1,98,16,2.4,0.0,-6,-4,1,-8
CCC1S/C(=N/C(=O)NC2CCCCC2)NC1=O (centres undefined),2,-2,100,2,-1.4,0.0,-4,-4,-4,-2
CC(=O)NC(c1cc(Cl)c2cccnc2c1O)C(C)C (centres undefined),8,-12,99,-2,-2.6,-0.1,-4,4,-26,30
COc1ccc(NC(=O)CC2Nc3ccccc3NC2=O)c([N+](=O)[O-])c1 (centres undefined),-2,0,99,-11,-0.6,0.3,-3,-2,-2,20
Cc1cc(=O)[nH]c(SCc2ccc(Cl)cc2)n1,1,2,93,-6,0.7,0.3,-17,1,7,0
CCN(CC)S(=O)(=O)c1ccc(OC(C)C)c(NC(=O)C2=COCCO2)c1,2,2,100,-8,0.0,0.5,-6,0,-1,-4
COC(=O)c1ccc(NC(=O)N2CCC(O)(c3cccnc3)CC2)cc1,0,2,93,-7,-1.3,-0.2,.,0,2,5
O=C(CN1C(=O)COc2ccccc21)NCCC1=CCCCC1,-7,0,101,2,-1.6,0.3,-11,-4,-3,4
O=C(COc1ccccc1[N+](=O)[O-])Nc1cc(Cl)ccc1C(=O)O,-2,-2,96,-4,1.4,-0.5,-4,-4,0,-3
CCC(c1nnnn1Cc1ccccc1)N(Cc1cc2cc(OC)ccc2[nH]c1=O)CC1CCCO1 (centres undefined),-1,-2,99,4,-0.6,-0.1,.,8,0,24
CCC1Oc2ccc(C)cc2N(CC(=O)NCCCN2CCCCC2C)C1=O (centres undefined),-2,-1,102,7,-0.4,-0.3,-7,0,-5,7
Cc1ccc(N(CC(=O)NC2CCCC2)C(=O)CCC(=O)Nc2nccs2)c(C)c1,-2,6,97,-2,-0.5,0.2,-3,-5,-14,7
COc1cccc2cc(C(N)=O)oc12,8,1,99,1,-1.2,-0.1,-3,-1,0,5
COc1ccc(-c2cc(NC=O)c3ncc(-c4ccc(OC)c(OC)c4)n3c2)cc1,37,12,135,16,-0.9,-0.1,-5,-5,10,36
C/C(=N/NC(=O)c1ccc(Br)o1)c1ccncc1,-4,0,99,-2,-0.5,-0.1,-3,-1,-3,-6
CCc1ccc(NC(=O)CNC(=O)[C@@H]2Cc3ccccc3CN2C(=O)OC(C)(C)C)cc1,-3,-2,94,-3,-0.2,-0.2,-2,-1,1,-4
C=CCc1cccc2ccc(=O)oc12,0,2,117,6,1.2,-0.2,-5,3,-2,12
COC(=O)c1nc2n(n1)C(c1ccc([N+](=O)[O-])cc1)C(C(=O)Nc1ccc(Cl)cc1)=C(C)N2 (centres undefined),4,1,103,-7,0.1,0.0,-5,-6,-1,4
Cc1ccc2nc(Cc3ccc(N)cc3)oc2c1,-2,-2,89,10,-2.1,0.0,-2,-1,2,0
CC1(C)CC(=O)C(Sc2ccccc2C(=O)O)=C(O)C1,5,3,98,-1,0.8,-0.1,-5,1,-1,11
O=C(CCCN1C(=O)c2ccccc2C1=O)N1CCOCC1,0,2,94,-1,1.4,-0.6,-6,0,0,11
O=C1NCCC/C1=N/Nc1cc(F)ccc1F,-2,2,101,4,-0.1,0.0,-20,3,1,-5
c1ccc(-c2ncnc3nc4n(c23)CCC4)cc1,0,0,102,1,-0.7,-0.3,-9,-3,3,11
CC(C)(C)c1csc(NC(=O)CCc2ccccc2)n1,-17,-5,96,-4,1.8,0.1,-6,0,3,-2
CCOc1cc(/C=C2\N=C(SC)SC2=O)cc([N+](=O)[O-])c1OC(C)=O,2,0,95,7,-1.2,-0.1,.,-11,0,-20
Cc1ccc2c(c1)Cc1nc3ccccc3nc1-2,2,-16,99,.,-3.6,0.3,4,-1,0,-26
COc1ccccc1CNC(=O)C(=O)NCC1OCCCN1S(=O)(=O)c1ccc(F)cc1C (centres undefined),0,-2,95,-5,-0.2,-0.3,-6,-11,-2,-3
CC(=O)Nc1ccc(NC(=O)c2csc([C@H]3C[C@H](O)[C@@H](CO)O3)n2)cc1,0,-1,98,.,-3.2,0.0,-6,-2,-4,-1
COc1ccc(-n2c(Cc3cccn3C)nnc2SCC(=O)Nc2cc(Cl)ccc2OC)cc1,-4,3,99,7,3.0,0.2,-1,.,0,-1
CCCCCCC#Cc1cncc(C(=O)NNC(=O)Nc2cc(Cl)cc(Cl)c2)c1,0,2,87,-3,1.0,0.0,-4,0,3,-8
O=S(=O)(NC1CCCCC1)c1cccc2nsnc12,-6,-1,98,1,0.7,-0.2,-3,-9,2,0
C=C(C)c1cccc(C(C)(C)NC(=O)NC2CCN(Cc3ccccc3)CC2)c1,45,-2,98,-6,-0.6,0.1,-4,6,12,-1
CCC(=O)[C@@H](C)[C@@H](OC(C)=O)[C@H](C)C[C@@H](C)[C@H]1OC(=O)C[C@@]2(O)CC=C(C)C(O2)C(C)=CCCC[C@H](O[C@H]2C[C@@H](OC(N)=O)[C@H](OC(C)=O)[C@@H](C)O2)C=C[C@H](C)C[C@H]1C,-5,.,98,.,-1.0,-0.1,-5,.,4,.
Cc1c(Cl)ccc(S(=O)(=O)NCCCn2ccnc2)c1Cl,1,0,98,4,-0.6,0.1,0,1,6,-5
CCOC(=O)c1[nH]c2ccc(Br)cc2c1NC(=O)CCN1CCCC(C)(C)C1,-1,-3,97,-1,-0.4,1.4,-5,-5,-7,-3
COc1ccc(-c2nnc(N3CCC(C)CC3)c3ccccc23)cc1,15,-5,90,-8,-1.8,0.1,-6,0,4,-13
CNS(=O)(=O)c1ccc(CCC(=O)N2CCN(c3ccccc3OC)CC2)cc1,7,-2,89,-4,-0.3,-0.1,-5,-1,2,3
COc1ccc(C(=O)Nc2ccc3ccccc3c2)c(OC)c1,22,-13,98,-9,-0.6,0.3,-5,-2,5,-12
Cn1c(=O)c2c(nc(CN3CCN(c4ccccc4)CC3)n2CCc2ccccc2)n(C)c1=O,-2,-1,95,?,2.1,0.4,0,-1,-6,2
Cc1ccc(C(=O)Nc2ccccc2N2CCCCC2)cc1S(=O)(=O)N1CCOCC1,4,-1,99,-13,-0.4,0.2,-4,11,5,1
CN(C(=O)C1CCOC1)c1nnc(-c2cccnc2)s1 (centres undefined),-3,-1,87,11,-1.3,0.0,-4,-8,0,2
COc1ccc(CCNC(=O)CSc2nc3ccsc3c(=O)n2CC2CCC(C(=O)O)CC2)cc1OC (centres undefined),-24,-2,94,6,-0.3,-0.1,-15,6,-1,0
CC1CCCCN1C(=O)COc1ccc(S(=O)(=O)N2CCCC2)cc1[N+](=O)[O-] (centres undefined),-2,1,98,2,-0.4,0.1,-4,2,-4,-2
COc1ccc(CCCN2CCC(CN3C(=S)NC[C@@H]3Cc3ccccc3)CC2)cc1OC,-1,-1,95,.,-2.5,-0.2,-6,11,-5,-3
CCCn1c(SC/C(O)=C(\C#N)c2nc3ccccc3[nH]2)n[nH]c1=O,-3,1,113,3,1.3,-0.3,-18,3,4,0
COc1ccc2c(c1OC)C(=O)O[C@@H]2[C@H]1c2c(cc3c(c2OC)OCO3)CCN1C,0,3,93,-5,0.3,0.2,.,.,4,-2
CC(C)c1ccc(S(=O)(=O)N2CCN(C(=O)Cc3ccsc3)CC2)cc1,4,-3,98,0,0.0,0.2,-5,-1,4,-7
Cc1ccc(C(=O)NC(C)c2ccc(-n3ccnc3)cc2)cc1 (centres undefined),-7,0,96,-13,-0.3,-0.1,-2,-9,3,-2

# New compounds follow.
SMILES,Granule exo inh,N-glyco inh,ABCB6 inh 2,Vif imaging,iPSC survival up,aDG glyco act,CaV13 FRET inh,PDI turbidity,HTR2A ag,Cardio protect
CCN(CC)c1ccc(/C=N/NC(=O)c2ccco2)cc1,6,-1,100,7,-2.5,0.0,-5,-12,-2,-14
COc1ccccc1NC(=O)c1ccccc1NS(=O)(=O)N1CCCC1,-2,0,100,-3,0.5,-0.1,.,0,-3,10
COC(=O)c1c(NC(=O)C(C)(C)C)csc1C,-1,2,102,3,1.8,0.3,-5,0,3,1
OC(CN1CCOCC1)Cn1cnc2ccccc21 (centres undefined),11,-1,95,-7,0.7,0.0,-1,-54,12,7
Cc1ccc(S(=O)(=O)NC(C(=O)Oc2ccc3c(C(F)(F)F)cc(=O)oc3c2)c2ccccc2)cc1 (centres undefined),3,2&1,100,0&-2,1.8,-0.2,-67,-1,7,2
